Bioassay records deposited in PubChem BioAssay by National Center for Advancing Translational Sciences (NCATS).
HEK293 viab – counter-screen for SNCA expression inhibitors: cell viability. hit rate 0.12% among 150,000. Potency, µM (top dose mostly 57.1 µM), without a hit: at the highest dose activity change, negative = cytotoxicity, actives largely listed as cytotoxic. HEK-293-SNCA-luc viability, GF-AFC fluorescence, 24 h;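 further: potency means the concentration at half of the fitted maximal effect; 0% = DMSO-treated cells and -100% = medium-only wells without cells; nearly all actives have a fitted effect of over 30% in size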
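Cytotoxicity counterscreen: after 24 h compound treatment of genome-edited SNCA-luciferase HEK-293 cells, live-cell protease substrate GF-AFC read by fluorescence after 30 min; activity scaled between DMSO (0%) and medium-only (-100%), curves Hill-fitted.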
GPT2 inh – blocks human glutamate pyruvate transaminase 2; Q8TD30; Recombinant GPT2, coupled pyruvate oxidase/HRP Amplex Red fluorescence; Potency, µM (top dose mostly 57.7 µM), for the others: at the top dose activity change, negative = inhibition, actives largely listed as inhibitors; hit rate 0.25% among 100,000; AID 1671188; further: potency means the concentration at half of the fitted maximal effect; nearly all actives have a fitted effect of over 60% in size; many of its hits are not listed in these tables
Target sequence (Q8TD30 whole entry, looked up): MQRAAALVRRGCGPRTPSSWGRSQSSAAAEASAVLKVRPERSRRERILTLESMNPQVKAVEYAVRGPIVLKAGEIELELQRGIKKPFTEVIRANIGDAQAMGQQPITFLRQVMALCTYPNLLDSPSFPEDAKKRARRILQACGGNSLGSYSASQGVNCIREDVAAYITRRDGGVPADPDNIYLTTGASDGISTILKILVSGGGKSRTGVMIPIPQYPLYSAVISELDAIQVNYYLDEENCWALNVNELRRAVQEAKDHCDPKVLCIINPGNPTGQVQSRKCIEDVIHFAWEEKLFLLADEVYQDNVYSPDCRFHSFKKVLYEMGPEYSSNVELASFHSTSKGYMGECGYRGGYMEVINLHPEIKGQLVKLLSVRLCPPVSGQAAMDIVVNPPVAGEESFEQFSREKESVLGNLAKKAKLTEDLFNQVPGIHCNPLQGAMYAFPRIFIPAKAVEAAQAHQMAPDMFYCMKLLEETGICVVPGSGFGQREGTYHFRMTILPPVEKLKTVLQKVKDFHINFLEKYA
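Inhibition is scored from Amplex Red fluorescence generated when pyruvate oxidase and HRP act on pyruvate released by GPT2. Reactions contain 10ng/uL enzyme, 250uM a-KG and 2mM L-alanine and run 30 min at room temperature.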
HEK cytotox – cytotoxic compounds in HEK 293 cells; HEK 293 viability, ATP luminescence (CellTiter-Glo), 48-72 h; hit rate 6.6% among 94,000; Potency, µM (highest dose often 115 µM), without a hit: at the highest dose activity change, negative = cytotoxicity, most hits filed as inhibitors; further: potency means the concentration at half of the fitted maximal effect; nearly all actives have a fitted effect of over 60% in size
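Cytotoxicity was scored by loss of ATP-coupled luminescence (CellTiter-Glo) in HEK 293 cells. Compound treatment ran 48 or 72 hr at 37 degree Celsius, 5% CO2, 95% humidity.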
Luciferase inh – inhibitors of firefly (Photinus pyralis) luciferase; P08659; Potency, µM (series often up to 115 µM), for inactives: top-dose activity change, negative = inhibition, most hits filed as inhibitors; hit rate 2.5% among 76,000; purified P. pyralis luciferase, luminescence, biochemical; AID 1347043; further: potency means the concentration at half of the fitted maximal effect; nearly all actives have a fitted effect of over 65% in size
Target sequence (P08659 whole entry, looked up): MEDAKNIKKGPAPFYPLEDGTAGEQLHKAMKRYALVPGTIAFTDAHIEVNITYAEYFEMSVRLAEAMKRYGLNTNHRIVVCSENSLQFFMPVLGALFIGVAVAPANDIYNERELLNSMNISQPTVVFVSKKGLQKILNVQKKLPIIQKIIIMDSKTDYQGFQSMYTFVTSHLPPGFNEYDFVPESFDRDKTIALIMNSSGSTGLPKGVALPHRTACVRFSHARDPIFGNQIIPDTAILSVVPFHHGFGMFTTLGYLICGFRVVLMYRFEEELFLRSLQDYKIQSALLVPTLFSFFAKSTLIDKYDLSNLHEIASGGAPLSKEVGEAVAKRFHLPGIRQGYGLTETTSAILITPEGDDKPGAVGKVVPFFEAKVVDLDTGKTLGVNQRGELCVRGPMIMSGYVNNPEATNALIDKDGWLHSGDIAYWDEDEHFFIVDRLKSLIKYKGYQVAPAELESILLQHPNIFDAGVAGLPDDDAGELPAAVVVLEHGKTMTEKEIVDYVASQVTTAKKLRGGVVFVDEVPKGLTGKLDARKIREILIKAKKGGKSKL
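Biochemical qHTS: compound (6-point titration) added to 10uM D-luciferin plus 10uM ATP in Tris acetate pH 7.5 buffer with Mg, Tween-20 and BSA, then purified enzyme at 10nM; light output imaged.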
SNCA expr inh – reduces expression of the alpha-synuclein gene; HEK-293 SNCA-luciferase knock-in, luminescence, 24 h; AID 1671194; Potency, µM (doses to about 57.2 µM), without a hit: top-dose activity change, negative = inhibition, most hits filed as inhibitors; hit rate 0.17% among 140,000;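 further: potency means the concentration at half of the fitted maximal effect; plate controls were DMSO cells for no effect and cell-free wells for full effect; nearly all actives have a fitted effect of over 45% in size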
IP6K1 inhibitor – blocks human inositol hexakisphosphate kinase 1; AID 1645851; activity change, % (series mostly up to about 58 µM); hit rate 0.81% among 140,000; Q92551; IP6K1 kinase, ADP-Glo luminescence, 2 h; stronger effect = lower value; in the data active means activity change below about -25%
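ADP-Glo luminescence measures ADP made by human IP6K1 during a 2 h RT reaction with ATP/IP6 (mix at 1.3 mM/130 uM); top library doses 57.5 and 19.1 uM final.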
NIH3T3 tox – cytotoxic compounds in NIH 3T3 cells. NIH 3T3 viability, CellTiter-Glo ATP luminescence, 48-72 h. Potency, µM (top dose mostly 96.7 µM), inactives show at the top dose activity change, negative = cytotoxicity, most hits filed as inhibitors. hit rate 4.3% among 94,000. AID 1345082; further: potency means the concentration at half of the fitted maximal effect; nearly all actives have a fitted effect of over 55% in size
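First NIH 3T3 cells are plated at 400 cells/well; next compound is pinned in; then plates incubate 48 or 72 hr at 37 °C; finally CellTiter-Glo is added and luminescence read after 10 min.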
Numbers without * were called inactive; i = inactive; ? = inconclusive; . = no result given; [ ] = another dose, or the depositor's remark. Unless noted, the call rests on the fitted dose curve; in most records, active means well fitted curve in the direction sought with a large enough effect; inconclusive means small, poorly fitted or top-dose-only effect, or another doubt; inactive means no such curve, though single readings can be large; an effect the other way counts as inactive or inconclusive. Unless noted, on the % scale 0 is the no-effect control and ±100 the full control effect.

1	CC(=O)N1CCC(c2nnc3n2C(C(=O)NCc2ccc(Cl)cc2)CC3)CC1 (configuration not stated)
2	COc1ccc(CNC(=O)Cn2c(C)cc3nc4n(c(=O)c32)CCC4)cc1
3	CNC(=O)c1cc(C2CC2)nc2c1c(C1CCN([S+](=O)([O-])c3ccccc3)C1)nn2C (configuration not stated)
4	Cn1cc(-c2ccc3c(n2)CN(Cc2ccc(C(F)(F)F)cc2)C(=O)CO3)cn1
5	CC(C)=CCC1(CO)CCCN(C(=O)CCN2CCCCCC2=O)C1 (configuration not stated)
6	COCCCNC(=O)C1CCCN1Cc1ccc(-c2cncnc2)cc1 (configuration not stated)
7	COc1cc(/C=C/c2ccccc2)c(C(=O)O)c(O)c1CC=C(C)C
8	Cc1ccc(C(=O)NCC(c2cccnc2)N2CCc3ccccc32)cc1C (configuration not stated)
compound no.,1,2,3,4,5,6,7,8
HEK293 viab,4%,1%,.,-3%[87.6 µM],-11%,2%,11%,-9%
GPT2 inh,-9%,i,.,-27%[88.5 µM],i,i,-1%[27.3 µM],.
HEK cytotox,-3%,12%,-26%,?,i,-1%,.,.
Luciferase inh,.,1%,.,3%[172 µM],3%,.,.,.
SNCA expr inh,-7%,13%,.,?,-8%,-12%,.,6%
IP6K1 inhibitor,1,-1,9,-14,1,-7,14,-1
NIH3T3 tox,-19%,i,-22%,32µM*,-1%,-22%,.,.

9	COc1ccccc1NC(=O)N1CCN(Cc2nc3ccc(C)cc3o2)CC1
10	Cn1cc(S(=O)(=O)c2ccccc2)c(=O)c2cc(F)c(N3CCN(c4ccc(F)cc4)CC3)cc21
11	CCOc1ccc2ncc3c(-c4ccc(C)cc4)nn(-c4cccc(F)c4)c3c2c1
12	Cn1c(CN2CCCCC2)nnc1C1CCCN(C(=O)c2cocn2)C1 (configuration not stated)
13	Clc1cccc(-c2cnc([C@@H]3COCCN3Cc3cnc[nH]3)[nH]2)c1
14	CC(C)C(=O)Nc1ccc2nc(SCC(=O)N3CCCC3)sc2c1
15	CNC(=O)c1cc(C2CC2)nc2onc(C3CCCN(C(=O)c4ccc(Cl)nc4)C3)c12 (configuration not stated)
16	COC1CCOC2(CCN(S(=O)(=O)c3c(C)noc3C)CC2)C1 (configuration not stated)
compound no.,9,10,11,12,13,14,15,16
HEK293 viab,6%,6%,0%,13%,-1%[87.6 µM],-4%,.,0%[12.5 µM]
GPT2 inh,.,.,.,i[11.5 µM],-4%[88.5 µM],.,.,i
HEK cytotox,.,.,.,5%,?,.,-12%,9%
Luciferase inh,.,.,.,4%,-4%[172 µM],.,.,-4%
SNCA expr inh,?,2%,3%,0%,-8%[87.6 µM],82%[activator],.,-25%
IP6K1 inhibitor,-9,7,-2,42,10,13,-10,-11
NIH3T3 tox,.,.,.,-1%,-24%[138 µM],.,?,4%

17	COc1ccc(C2Cn3cnc(-c4nc(-c5ccc(SC)cc5)no4)c3CO2)cc1 (configuration not stated)
18	COc1ccc(CN2CCC3(CC2)CC(c2cccnc2)=NO3)cc1
19	Cc1cc(C)cc(NC(=O)N2CCCC(Cn3cnc4cccnc43)C2)c1 (configuration not stated)
20	COC(=O)C1C(c2ccc(O)cc2)C(C(=O)O)C1c1ccc(O)cc1 (configuration not stated)
21	O=C(NCCC1CCN(C(=O)Nc2ccc(F)cc2)CC1)c1cc(F)ccc1F
22	CC1(c2ccccc2)N(Cc2ccccc2C#N)C(=O)OC12CCN(Cc1ccccc1F)CC2 (configuration not stated)
23	O=C(CSc1nncn2c1cc1occc12)Nc1ccccc1C(F)(F)F
24	CSCC(=O)N1CC[C@H](NC(=O)Nc2ccc(F)cc2F)[C@H]1C(=O)N(C)CC(N)=O
compound no.,17,18,19,20,21,22,23,24
HEK293 viab,1%,-1%,-3%,-7%,6%,?,-7%,-4%[87.6 µM]
GPT2 inh,-1%,-16%,1%,i,0%,-11%,.,-10%[88.5 µM]
HEK cytotox,1%,?,4%,.,-2%,?,.,-11%[172 µM]
Luciferase inh,-1%,1%,3%,.,-12%,-5%,.,1%[172 µM]
SNCA expr inh,0%,5%,6%,.,-1%,-22%,-5%,-12%[87.6 µM]
IP6K1 inhibitor,-13,5,-3,7,5,-7,24,5
NIH3T3 tox,5%,-16%,-19%,.,-21%,?,.,1%[174 µM]

25	COc1cccc(CNC(=O)Cn2c(=O)oc3cc(S(=O)(=O)N4CCCC4)ccc32)c1
26	O=C1CCN(C(=O)C2CCN(C(=O)CCc3ccccc3)CC2)CCCCCCN1
27	CCN(CC)C(=O)c1ccc(Nc2nnc(-c3ccc(C)c(S(=O)(=O)NC)c3)c3ccccc23)cc1
28	Cn1ncc2c(C(=O)NCc3cccc(C(F)(F)F)c3)cc(-c3ccc([S+](C)(=O)[O-])cc3)nc21
29	CCCCOc1ccc(C(=O)N2CCC[C@H]2c2nc(-c3ccc(C)cc3)no2)cc1
30	CCOc1ccc(NC(=O)CSC2=Nc3ccccc3C3=NC(CCC(=O)NCc4cccs4)C(=O)N23)cc1 (configuration not stated)
31	CCCCc1ccc(NC(=O)c2cc3c(=O)n4ccccc4nc3s2)cc1
32	CN1C[C@H](O)C[C@H]1c1nnc2n1CCN(C(=O)c1ccco1)CC2
compound no.,25,26,27,28,29,30,31,32
HEK293 viab,0%,8%,-24%,-3%,-18%,7%,14%,-1%
GPT2 inh,.,i,.,i,?,.,.,1%
HEK cytotox,.,-1%,.,i,22µM*,.,.,i
Luciferase inh,.,-3%,.,.,-24%,.,.,2%
SNCA expr inh,-21%,29%,-20%,8%,1%,-4%,-4%,-16%
IP6K1 inhibitor,21,-9,12,1,-2,-8,10,0
NIH3T3 tox,.,3%,.,0%,35µM*,.,.,-3%

33	FC(F)(F)c1ccc(N2C3CCC2CN(CC2CCCC2)C3)cc1
34	N#Cc1cccc(C(=O)Nc2ccc([C@@H](O)[C@H]3COCC(=O)N3)cc2)c1
35	COC1CCC12CCN(C(=O)c1ccc(C#N)cc1)CC2 (configuration not stated)
36	O=C(Nc1ccccc1)N(Cc1ccc(F)cc1)c1ccccn1
37	CC(=O)Nc1ccc(C(=O)N2CCC3(CC2)CN(C)CCN3C)c(C)c1
38	CCCOc1ccc(CNC(=O)C2CCN(c3nn4c(=O)cc(C)nc4s3)CC2)cc1
39	Cc1ccsc1C(=O)N1CCN(c2cc(-c3ccc(Cl)cc3)[nH]n2)CC1
40	COc1ccc(CCNC(=O)c2ccc(Cn3c(=O)c4ccccc4n(Cc4ccccc4Cl)c3=O)cc2)cc1OC
compound no.,33,34,35,36,37,38,39,40
HEK293 viab,-1%,1%[87.6 µM],-2%,-3%,2%,-2%,-11%,-7%
GPT2 inh,?,i,4%,.,-15%,.,i,.
HEK cytotox,?,-3%[172 µM],-12%,.,0%,.,?,.
Luciferase inh,.,6%[172 µM],-11%,.,10%,.,-7%,.
SNCA expr inh,?,6%[87.6 µM],10%,13%,-1%,-9%,?,-23%
IP6K1 inhibitor,-20,-9,-9,4,16,16,14,21
NIH3T3 tox,?,-7%[174 µM],-10%,.,1%,.,25µM*,.

41	COc1cccc(CNC(=O)c2ccc3c(c2)nc2n3CCCCC2)c1OC
42	CN(C)C(=O)c1ccc2c(c1)n(Cc1ccc(F)cc1)c(=O)c1ccnn12
43	O=C1NC2(CCN(C(=O)c3ccc(C(F)(F)F)cc3)CC2)Oc2ccccc21
44	COc1ccccc1Cn1c(=O)c(C(=O)N2CCN(C(=O)c3ccc(F)cc3)CC2)nc2cccnc21
45	O=C(c1ccccc1Cl)N1CCCN(c2cc(-c3ccc(F)cc3)[nH]n2)CC1
46	CCOc1ccccc1-n1nnc(-c2nc(-c3ccccc3C)no2)c1C
47	O=C1NCCCCCN(S(=O)(=O)c2cccc(F)c2)[C@H]2CCCC[C@@H]12
48	O=C(Cc1ccsc1)N1CC(c2nnc(-c3ccncc3)o2)C2(CCOCC2)C1 (configuration not stated)
compound no.,41,42,43,44,45,46,47,48
HEK293 viab,4%,-2%,8%,1%,-4%,27%,-21%,7%
GPT2 inh,.,i,?,i,2%,.,0%,1%
HEK cytotox,.,-29%,?,?,45µM*,.,i,-9%
Luciferase inh,.,-2%,-2%,.,-2%,.,5%,-11%
SNCA expr inh,211%[activator],16%,-27%,-3%,-2%,98%[activator],23%,4%
IP6K1 inhibitor,-2,0,7,9,23,-3,-18,17
NIH3T3 tox,.,-16%,?,-24%,?,.,-12%,-3%

Whole records from above. Order of values: HEK293 viab	GPT2 inh	HEK cytotox	Luciferase inh	SNCA expr inh	IP6K1 inhibitor	NIH3T3 tox
Shown for Clc1cccc(-c2cnc([C@@H]3COCCN3Cc3cnc[nH]3)[nH]2)c1 : -1%[87.6 µM]	-4%[88.5 µM]	?	-4%[172 µM]	-8%[87.6 µM]	10	-24%[138 µM]
Shown for Cc1ccc(C(=O)NCC(c2cccnc2)N2CCc3ccccc32)cc1C (configuration not stated) : -9%	.	.	.	6%	-1	.

(cont.)
49	O=C(Nc1ccc(Cl)cc1)N1CCCN(c2ccc3nnc(-c4ccccc4)n3n2)CC1
50	CN(C)C(=O)c1c(NC(=O)c2ccccc2F)sc2c1CCCC2
51	Cc1nnc([C@@H]2CC(F)(F)CN2C(=O)c2ccoc2C)o1
52	O=C1NC(=O)C(c2ccccn2)(C2CCN(C(=O)Cn3cnnn3)CC2)N1 (configuration not stated)
compound no.,49,50,51,52
HEK293 viab,.,-9%,5%,7%
GPT2 inh,.,.,i,0%
HEK cytotox,?,.,3%,-12%
Luciferase inh,.,.,-8%,-4%
SNCA expr inh,.,0%,9%,-7%
IP6K1 inhibitor,9,-12,8,-1
NIH3T3 tox,28µM*,.,-11%,i

Laid out differently: results already given
no. | SMILES | HEK293 viab | GPT2 inh | HEK cytotox | Luciferase inh | SNCA expr inh | IP6K1 inhibitor | NIH3T3 tox
23 | O=C(CSc1nncn2c1cc1occc12)Nc1ccccc1C(F)(F)F | -7% | . | . | . | -5% | 24 | .
24 | CSCC(=O)N1CC[C@H](NC(=O)Nc2ccc(F)cc2F)[C@H]1C(=O)N(C)CC(N)=O | -4%[87.6 µM] | -10%[88.5 µM] | -11%[172 µM] | 1%[172 µM] | -12%[87.6 µM] | 5 | 1%[174 µM]
25 | COc1cccc(CNC(=O)Cn2c(=O)oc3cc(S(=O)(=O)N4CCCC4)ccc32)c1 | 0% | . | . | . | -21% | 21 | .
26 | O=C1CCN(C(=O)C2CCN(C(=O)CCc3ccccc3)CC2)CCCCCCN1 | 8% | i | -1% | -3% | 29% | -9 | 3%
27 | CCN(CC)C(=O)c1ccc(Nc2nnc(-c3ccc(C)c(S(=O)(=O)NC)c3)c3ccccc23)cc1 | -24% | . | . | . | -20% | 12 | .
28 | Cn1ncc2c(C(=O)NCc3cccc(C(F)(F)F)c3)cc(-c3ccc([S+](C)(=O)[O-])cc3)nc21 | -3% | i | i | . | 8% | 1 | 0%
